Source: PubChem (Sanford-Burnham Center for Chemical Genomics)
GRIN3A LBD mod = binders of NR3A ligand-binding domain, primary screen, biophysical, differential scanning fluorimetry, uHTS; NR3A LBD differential scanning fluorimetry, Tm shift; 0% = protein alone, 100% = glycine-bound protein; Glutamate receptor ionotropic, NMDA 3A (GRIN3A) ligand-binding domain; hit rate 2.5% among 340,000; Tm shift relative to glycine control, % at 25 µM;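 active means melting temperature shift of at least 10% of the positive control shift, at one fixed dose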
APJ agonist = agonists of human apelin receptor APJ, primary screen, CHO-K1 cells, PathHunter beta-arrestin, luminescence | P35414 | 0% DMSO wells, 100% apelin | activation, % at 20 µM | hit rate 0.11% among 330,000;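 active means activation more than six SD over the plate average, tested at 20 µM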;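 further: 0% = DMSO alone and 100% = apelin-13 at 10 nM; some results filed as inactive read as strong as hits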
Target sequence (P35414 whole entry, looked up): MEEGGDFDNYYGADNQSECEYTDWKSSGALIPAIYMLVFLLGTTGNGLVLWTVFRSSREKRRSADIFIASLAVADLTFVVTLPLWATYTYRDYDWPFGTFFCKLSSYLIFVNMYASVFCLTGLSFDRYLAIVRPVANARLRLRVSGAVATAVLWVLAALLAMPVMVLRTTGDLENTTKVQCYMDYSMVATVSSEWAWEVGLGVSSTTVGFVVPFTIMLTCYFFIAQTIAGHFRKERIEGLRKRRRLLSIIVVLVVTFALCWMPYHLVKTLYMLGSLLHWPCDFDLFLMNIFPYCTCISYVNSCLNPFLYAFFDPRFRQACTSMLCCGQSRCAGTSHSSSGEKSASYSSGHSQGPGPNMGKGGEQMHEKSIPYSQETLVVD
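Material: CHO-K1 APJ beta-arrestin complementation cell line; Input: cell density 1000 per well; Incubation: compound stimulation 90 min at 25 °C, detection 60 min; Signal: luminescence from split beta-galactosidase complementation, Galacton Star/Emerald II substrate; Controls: DMSO-only wells as negative, 10 nM Apelin-13 as positive control.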
MPTP block = mitochondrial permeability transition pore inhibitors, primary screen, biochemical, isolated mouse mitochondria, absorbance. Ca2+ swelling absorbance, 30 min. hit rate 1.4% among 360,000. inhibition, % at 10 µM;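 active means inhibition of 50% or more, scaled per plate between neutral and stimulator controls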;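 further: 0% = DMSO wells given calcium and 100% = 1 mM EGTA wells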
NLRP3 yeast inh = NALP3 inflammasome inhibitors in reconstituted yeast, primary screen, luminescence, uHTS. inhibition, % at 10 µM. hit rate 0.39% among 330,000. Yeast reconstituted NLRP3/ASC/caspase-1, beta-gal luminescence, 24 h;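 active means inhibition of 50% or more; inactive means inhibition below 50%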;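 further: plate controls were induced DMSO wells for no effect and uninduced yeast grown without galactose for full effect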
TIM10 inh = growth inhibitors of isogenic TIM10 control yeast, primary screen, counter-screen for tim10-1 yeast inhibitor project, luminescence, uHTS | inhibition, % at 10 µM | hit rate 1.4% among 330,000 | S. cerevisiae TIM10 strain growth, BacTiter-Glo luminescence, 24 h;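 active means inhibition of 40% or more at the single tested concentration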;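 further: wild-type TIM10 isogenic control strain grown at permissive 25 °C; 0% = DMSO yeast wells and 100% = minimal medium wells without yeast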
tim23-1 inh = growth inhibitors of tim23-1 mutant yeast, primary screen, luminescence, uHTS; AID 463212, 2010; S. cerevisiae tim23-1 growth, BacTiter-Glo luminescence, 24 h; inhibition, % at 20 µM; hit rate 1.3% among 330,000;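 active means growth inhibition of the mutant yeast at or above 50%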;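 further: temperature-sensitive mutant grown at 25 °C; plate controls were DMSO-treated mutant yeast for no effect and medium wells lacking yeast for full effect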
APJ antagonist = antagonists of human apelin receptor APJ, primary screen, CHO-K1 cells, beta-arrestin complementation, luminescence | inhibition, % at 20 µM | hit rate 0.32% among 330,000 | P35414;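 active means inhibition above about 40% at 20 µM, limit read from the data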;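 further: cells challenged with 10 nM apelin-13 agonist together with compound; plate controls were apelin-13 plus DMSO wells for no effect and DMSO wells lacking apelin-13 for full effect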
MIN6 prolif = inducers of MIN6 beta-cell proliferation, primary screen, ATP luminescence, uHTS; MIN6 cells proliferation, ATPlite luminescence, 48 h; cells starved in 0.2% serum; 100% = growth in 10% serum; proliferation, % at 10 µM; hit rate 0.29% among 330,000; AID 2380, 2010;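 active means compounds whose signal lies at least 3.5 SD above the mean of all wells on their plate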;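 further: 0% = DMSO-treated cells in low-serum medium and 100% = 10% serum control; some compounds called inactive have numbers as strong as hits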
tim10-1 inh = growth inhibitors of tim10-1 mutant yeast, primary screen, luminescence, uHTS; inhibition, % at 20 µM; AID 463190, 2010; hit rate 2.2% among 330,000; S. cerevisiae tim10-1 ts strain growth, BacTiter-Glo, 24 h;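 active means inhibition of at least 40%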;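 further: mutant grown at 25 °C; 0% = DMSO wells with yeast and 100% = wells holding no yeast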
The depositor's hits bear a star; x = no result given.

SMILES	GRIN3A LBD mod	APJ agonist	MPTP block	NLRP3 yeast inh	TIM10 inh	tim23-1 inh	APJ antagonist	MIN6 prolif	tim10-1 inh
Cc1[nH]nc2c1C(c1ccc(-c3ccc(Cl)cc3)o1)C(C#N)=C(N)O2 (stereo not drawn)	14*	-2	5.2	15	22	34	12	0	34
CCOc1ccc(CCNC(=O)Cn2nc(C)c3c(C)n(-c4ccccc4)nc3c2=O)cc1	-4	3	0.2	11	-6	6	-1	2	-5
COc1ccccc1Nc1nc(-c2sc(NC(=O)CC(C)C)nc2C)cs1	-8	3	-0.1	3	17	22	5	-7	13
CN(CC(=O)Nc1ccc(F)cc1)C(=O)COC(=O)c1cccc(N(C)C)c1	0	0	-0.9	9	-4	-10	-15	5	-12
Cc1cccc2c1N1C(=O)c3c(C(=O)O)cccc3C1CC2C (stereo not drawn)	-1	1	0.3	0	0	24	8	1	26
CC(C)C(=O)N1CCC2(CC1)Oc1ccc(F)cc1C(=O)C21CC(c2ccccc2)=NO1 (stereo not drawn)	2	-4	-1.0	18	-9	-1	0	-6	16
Cc1cc(-c2csc3nc[nH]c(=S)c23)cc(C)c1C	-9	-5	1.2	16	26	27	25	-6	39
Cc1ccc(C(=O)O/N=C(\N)c2ccccn2)c(C)c1	-3	6	-0.6	36	39	47	-17	-7	54*
CCNC(=O)N(CC)C[C@H]1N[C@@](C)(C(=O)OC)[C@H]2C(=O)N(Cc3ccccc3)C(=O)[C@@H]12	0	-4	-1.6	7	2	7	4	1	6
COC(=O)CCCc1nc2ccccc2s1	-2	1	-1.3	1	3	10	10	-2	-5
CC(=O)Nc1cc(C)nn1-c1nc(C)cc(C)n1	1	-2	-2.2	-2	-15	2	-2	-1	9
O=C1c2ccccc2C(O)N1Cc1cccs1 (stereo not drawn)	-2	5	1.6	5	12	8	2	-2	2
COc1ccc(N(C(=O)c2cccc([N+](=O)[O-])c2)S(=O)(=O)c2cccs2)cc1	1	-3	-1.9	5	30	32	-3	-4	37
CCc1cc(C(=O)OC)c(NC(=O)CN2CCN(C(=O)C3CCCO3)CC2)s1 (stereo not drawn)	-2	2	0.2	12	20	15	-7	7	2
COc1ccc(C(CC(=O)N2CCCCC2)NC(=O)C(F)(F)F)cc1 (stereo not drawn)	-2	-2	-2.5	9	13	-5	12	-1	7
Cc1c(Cl)cccc1NC(=O)CSc1ncnc2c1cnn2CCO	-2	-2	-0.5	14	5	14	3	2	8
CCc1c(C#N)c(SCCC(=O)Nc2ccc(C)cc2)nc2c1C(=O)CC(C)(C)C2	0	-4	6.9	17	3	33	11	-7	13
Cc1cccc(Oc2ccccc2NS(=O)(=O)c2ccc(CCC(=O)O)cc2)c1	-1	-3	-1.1	14	23	18	5	2	1
COc1ccc(N2CCN(C(=O)c3cc(=O)c4cc(Cl)ccc4o3)CC2)cc1	2	-4	-0.6	1	-6	9	6	-1	19
Cc1ccc(CNC(=O)COC(=O)c2ccc(S(=O)(=O)N3CCOCC3)cc2)cc1	1	-4	-0.3	9	-2	2	-16	-2	-5
O=S(=O)(NCc1ccccc1)c1ccc2c(c1)OCCO2	1	-1	16	23	34	5	-2	-2	32
N#Cc1c(-c2ccccc2F)cc(-c2cccnc2)nc1N	1	2	-2.1	3	25	34	-17	0	21
CCn1ccnc1CNC(=O)c1ccc(OC2CCN(C(=O)COC)CC2)cc1	1	-1	-0.7	-11	-5	-17	-1	2	-10
Cc1cccc(Cn2ccc(N)n2)c1	-1	-2	1.3	3	-1	0	1	-1	12
COc1ccc(OC)c(C(=O)c2coc3ccc(O)c(CN4CCOCC4)c23)c1	0	-5	11	0	3	19	11	-4	21
Carrying on.
SMILES	GRIN3A LBD mod	APJ agonist	MPTP block	NLRP3 yeast inh	TIM10 inh	tim23-1 inh	APJ antagonist	MIN6 prolif	tim10-1 inh
CCCCn1nc(C(=O)N2CCN(S(=O)(=O)c3ccccc3)CC2)c2ccccc2c1=O	0	-4	0.0	8	2	9	3	8	8
CCS(=O)(=O)N1CCN(c2ccc(S(=O)(=O)N3CCOCC3)cc2)CC1	0	1	-2.2	-9	15	5	-20	-3	6
OC(COc1cccc(OCC(O)CN2CCCC2)c1)CN1CCCC1 (stereo not drawn)	0	3	-0.6	25	-16	2	-13	1	4
Cc1cccc(C(=O)Nc2cccc3cccnc23)c1	3	-5	0.9	26	12	31	1	-1	10
CCOCCCNC(=O)CNC(=S)N(Cc1ccc(C)cc1)Cc1ccco1	1	0	-5.1	2	21	15	-5	-1	22
CCn1c(SCC(=O)Nc2ccc(N(C)C)cc2)nnc1-c1ccco1	-2	-2	-0.7	2	0	6	-22	1	14
CCCCCn1c(CN2CCCCC2CC)nc2c1c(=O)n(C)c(=O)n2C (stereo not drawn)	7	-3	-1.1	3	6	12	26	3	13
C#Cc1cccc(-n2nnc(C(C)=O)c2C)c1	0	-2	1.5	4	-7	7	-1	-3	18
COc1cccc(OC)c1OCCOc1ccccc1OC(C)C	0	-1	4.3	16	12	34	7	-2	22
CC(C)c1ccc(OCC(=O)NCc2ccccc2)cc1	-2	2	0.2	25	-9	24	-14	-1	-3
COc1ccc(-c2noc(CCC(=O)N3CCN(c4ccccc4)CC3)n2)cc1	2	x	0.9	x	-6	32	x	x	17
O=C(COc1ccccc1)Nc1c(C(=O)N2CCC(N3CCCCC3)CC2)oc2ccccc12	1	-5	0.6	13	9	-1	7	-5	2
COC(=O)c1ccc(CO/N=C/c2cccc([N+](=O)[O-])c2)cc1	2	-4	0.8	14	-5	-7	9	-3	3
Nn1c(-c2ccccc2)cc(-c2ccccc2)cc1=O	-1	5	-0.7	20	-2	24	8	0	21
COCCn1nnnc1C(c1cc2cc(C)cc(C)c2[nH]c1=O)N1CCN(c2ccccc2F)CC1 (stereo not drawn)	2	2	1.3	12	15	16	-2	-2	11
Cc1ccc(S(=O)(=O)N2CCCC2)cc1C(=O)NCc1ccccc1CN1CCCC1	3	-5	0.7	-7	4	-3	11	-1	-12
Cc1ccc(-n2c(CCC(=O)O)ccc2-c2cccs2)cc1	0	-2	-1.4	-47	16	10	10	-4	20
COc1ccc(C(=O)NCC(=O)OCCOc2ccc(Cl)cc2)cc1OC	0	-6	0.4	18	-11	18	0	6	4
CCOC(=O)c1cc(-c2ccc(C)o2)n[nH]1	7	5	-2.0	17	13	8	11	-3	-1
COc1ccc(CCNS(=O)(=O)c2ccc3[nH]c(=O)[nH]c3c2)cc1	0	-3	0.2	15	-5	-5	6	1	-14
CC(=O)NNc1cc(N2CCOCC2)nc(N2CCOCC2)n1	2	-2	0.0	4	-2	-3	1	8	-1
O=C(Nc1ccc(Cl)cn1)c1cccc2ccccc12	0	-3	2.6	11	7	20	-15	-1	21
NC(=O)c1c(NC(=O)Cn2nc(C(=O)O)c3ccccc3c2=O)sc2c1CCCC2	2	-2	1.0	-3	-1	14	1	2	2
O=S(=O)(NCc1ccc(Cl)cc1Cl)c1ccc(N2CCOCC2)nc1	1	-2	5.0	-3	3	11	14	0	5
CN1CCN(C(=O)CN(C2CCCCC2)S(=O)(=O)c2ccccc2)CC1	-1	-1	0.0	33	-8	-16	-9	0	-3

Two entries from above, in markdown:
| molecule | GRIN3A LBD mod | APJ agonist | MPTP block | NLRP3 yeast inh | TIM10 inh | tim23-1 inh | APJ antagonist | MIN6 prolif | tim10-1 inh |
| --- | --- | --- | --- | --- | --- | --- | --- | --- | --- |
| CCOCCCNC(=O)CNC(=S)N(Cc1ccc(C)cc1)Cc1ccco1 | 1 | 0 | -5.1 | 2 | 21 | 15 | -5 | -1 | 22 |
| Cc1cc(-c2csc3nc[nH]c(=S)c23)cc(C)c1C | -9 | -5 | 1.2 | 16 | 26 | 27 | 25 | -6 | 39 |

(further entries)
SMILES	GRIN3A LBD mod	APJ agonist	MPTP block	NLRP3 yeast inh	TIM10 inh	tim23-1 inh	APJ antagonist	MIN6 prolif	tim10-1 inh
CN1CCN(C(=O)c2cc3c(=O)n4ccccc4nc3s2)CC1	1	-1	1.0	6	-7	-13	-3	2	-88
CC(=O)c1cccc(N(C(=O)c2csnn2)C(C(=O)NC2CCCC2)c2ccccc2)c1 (stereo not drawn)	1	-1	-1.7	-2	-22	12	6	-1	-4
COc1cccc(-c2cccc(NC(=O)C3CCN(Cc4cccc(C)n4)CC3)c2)c1	1	5	-2.7	18	-9	5	1	-2	5
O=C(NCc1ccccn1)c1nc(Cn2ccc([N+](=O)[O-])n2)no1	1	-2	-0.7	17	17	16	20	0	11
FC(F)(F)c1nnc(-c2ccccc2)nc1Oc1ccc(Cl)cc1Cl	-7	-4	71*	9	12	44	8	-4	51*
Cc1cc(C=C(C#N)C#N)c(C)n1-c1ccccc1	1	2	1.6	-10	4	-3	14	0	9
Cc1c(Cl)c([N+](=O)[O-])nn1CC(=O)N1CCN(Cc2ccccc2)CC1	-1	0	-0.6	13	-3	13	1	-3	17
Cn1c(=O)c2c(nc(NCc3ccco3)n2CC(O)COc2ccccc2)n(C)c1=O (stereo not drawn)	0	4	-0.4	7	8	30	12	-2	16
COc1ccc2c(c1OC)C(=O)N(c1ccccc1)C2=O	0	-5	-2.4	8	9	-2	37	-3	12
CN1CCCN(C(=O)c2ccc(Cl)s2)CC1	5	2	-0.5	12	12	1	9	-4	-1
Cc1ccc(CC(C(=O)O)C(C)C(=O)Nc2ccc(F)cc2)cc1 (stereo not drawn)	1	-3	-0.7	-2	1	3	9	-1	-6
O=c1c(-c2nc3ccccc3s2)cccn1Cc1ccc(Cl)c(Cl)c1	-1	-1	7.0	2	17	2	1	-4	17
Cc1cc(C(=O)OCC(=O)Nc2cccc(S(N)(=O)=O)c2)c2ccccc2n1	-1	-4	1.7	0	-7	-1	-7	0	0
Cn1c2c(c3cc([N+](=O)[O-])ccc31)CCCC2	-1	0	0.8	12	-9	4	5	-3	8
CCC(=O)NCCC(c1ccco1)c1ccccc1OC (stereo not drawn)	-1	-1	1.7	0	4	12	-27	-2	17
CN(Cc1ccc(Cl)s1)C(=O)CSc1nnc(C2CC2)n1C1CC1	0	-1	0.5	-16	-4	11	3	1	12
O=C(NCCN1CCOCC1)c1cc2ccccc2oc1=O	-4	-4	0.6	-8	0	15	-4	-3	17
Oc1ccccc1/C=C/c1noc(-c2ccccc2O)n1	-1	-6	2.5	22	1	4	1	-2	2
COc1cc(CNCc2cc(OC)ccc2OC)cc(OC)c1	-1	-2	6.4	17	-14	0	13	-4	-2
CC(C)CCn1cnc2c(oc3nc4c(cc32)CCCC4)c1=O	-2	-3	3.1	26	-6	33	17	-3	18
O=C(CN1CCCC1)NC12CC3CC(CC(C3)C1)C2	10*	0	-1.2	-11	-25	0	-15	-2	17
CCOC(=O)CC(NC(=O)CCc1c(C)nc2ncnn2c1C)c1ccc(C)cc1 (stereo not drawn)	-1	-3	0.4	-8	2	-11	8	3	3
O=S(=O)(c1ccc(Cl)cc1)n1nnc2ccccc21	1	0	-1.1	-5	4	4	8	-3	13
Cc1noc(C(F)(F)F)c1C(=O)NNC(=O)c1ccccc1	2	-4	1.3	2	-13	6	13	-1	-4
O=C1NCCCc2c1oc1ccc(O)cc21	4	0	2.4	0	-15	-4	-2	-1	4
